14-3-3g Raf – modulators of human 14-3-3 gamma - Raf peptide interaction; AID 422; 160,000 tested, 0.19% active; inhibition, % at 40 µM; FP, 14-3-3gamma / TMR-pS259-Raf peptide binding; P61981; in the data active = inhibition above about 30%;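 also: 0% = protein plus tracer without compound and 100% = blank with tracer alone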
Target sequence (P61981 whole entry, looked up): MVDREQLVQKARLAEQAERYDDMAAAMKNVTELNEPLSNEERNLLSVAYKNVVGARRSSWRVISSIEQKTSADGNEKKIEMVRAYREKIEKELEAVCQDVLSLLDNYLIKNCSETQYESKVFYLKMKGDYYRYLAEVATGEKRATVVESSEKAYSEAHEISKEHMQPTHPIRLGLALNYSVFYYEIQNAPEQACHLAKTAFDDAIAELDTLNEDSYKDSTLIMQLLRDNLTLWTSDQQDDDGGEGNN
* marks the source's active call; other numbers are inactive results; & = joins results of further samples.

14-3-3g Raf,SMILES
-9&-10,COc1ccccc1C(=O)NCCn1ccc2ccccc21
3,O=C(Nc1ccc(NC(=O)c2cc3ccccc3o2)cc1)c1ccco1
-3,CC1CCc2cc(F)ccc2N1C(=O)c1ccc(COc2cccc(Cl)c2)o1 (stereo not drawn)
3,Cc1cccc(NC(=O)CSc2cn(C)c3ccccc23)c1C
-3,CC1=C(C(N)=O)C(c2ccc(O)cc2)n2nc(SCc3ccccc3)nc2N1 (stereo not drawn)
-3,COc1cc2c(cc1OC)C(COc1ccc([N+](=O)[O-])cc1)N(C(=O)C13CC4CC(CC(C4)C1)C3)CC2 (stereo not drawn)
-11,O=C1CN(C(=O)c2ccccc2)C(c2ccccc2)c2cc(Cl)ccc2N1 (stereo not drawn)
-2,Cc1cccc(OCCOC(=O)C2CCN(S(=O)(=O)c3cccs3)CC2)c1
-74,O=c1c2cc(N3CCCCC3)ccc2nc(SCc2cc(=O)n3cc(Cl)ccc3n2)n1Cc1ccccc1
-3,COc1cc2c(cc1OC)C1=C(C#N)CC/C(=N\S(=O)(=O)c3ccccc3)N1CC2
0,Clc1ccc(Cn2c(N=Cc3ccc4c(c3)OCO4)nc3ccccc32)cc1
-8&11,CC(=O)N1CCc2cc(S(=O)(=O)CCC(=O)N3CCN(c4ccccn4)CC3)ccc21
-5,O=C(c1nn2c(c1Cl)NC(c1cccs1)CC2C(F)(F)F)N1CCN(C(c2ccccc2)c2ccccc2)CC1 (stereo not drawn)
-4,CN(C)c1nc(N)nc(CSc2nnnn2C)n1
0,C=CCC1(O)C(=O)Nc2ccccc21 (stereo not drawn)
0,O=S(=O)(c1ccc2ccccc2c1)N1CCN(C2CCCCCC2)CC1
-8,NC(=O)CCS(=O)(=O)CCN1CCCCC1
-13,CCOc1ccc(NC(=O)Cn2nnc(-c3ccccc3F)n2)cc1
-8&2,COCCCNc1nc(=S)[nH]c2cc(OC)c(OC)cc12
-3,CC(=O)NCCN1C(=O)C(=O)/C(=C(/O)c2ccc(Cl)cc2)C1c1ccc(Br)cc1 (stereo not drawn)
-3,Cc1ccc(N2C(=O)C(N3C(=O)c4ccc([N+](=O)[O-])cc4C3=O)C2c2ccc3c(c2)OCO3)cc1F (stereo not drawn)
-15,COc1cc(C2CC(=O)c3c(ccc4ccccc34)N2)cc(OC)c1OC (stereo not drawn)
-1,CC1CCCC(NC(=O)C2CCC(Cn3c(=S)[nH]c4ccccc4c3=O)CC2)C1C (stereo not drawn)
-33,CC12c3ccccc3C(C)(c3ccccc31)C1C(=O)N(c3ccccc3C#N)C(=O)C12 (stereo not drawn)
8,O=C(CSc1nc2ccccc2o1)NCC(=O)c1ccccc1
-7,CCOC(=O)C1CCN(C2CC(=O)N(c3ccc(OCC)cc3)C2=O)CC1 (stereo not drawn)
-6,CCOc1ccc(N(CC)S(=O)(=O)c2ccc3c(c2)CCN3C(=O)C2CCC2)cc1
-7,CC1(C(=O)NCC2CCCO2)CCC(=O)N1CCc1ccccc1 (stereo not drawn)
-11,CCOCCc1nnc(NC(=O)CSc2ccccc2)s1
-5&-4,O=C(O)C1C2C=CC(C2)C1C(=O)N1CCc2ccccc21 (stereo not drawn)
8,CCC(CC)C1C(C#N)=C(N)Oc2n[nH]c(C)c21 (stereo not drawn)
3,Cc1ccc(-c2cn3c4c(=O)n(C)c(=O)n(C)c4nc3n2-c2ccccc2)cc1C
-2&-12,CC(C)CSc1nc2ccccc2n1CC(N)=O
2,CC(C)c1ncc(C(O)c2cccc3ccccc23)n1C (stereo not drawn)
-6,CC(=O)Nc1sc2c(c1C(=O)Nc1cccc(C)c1)CCC(C(C)(C)C)C2 (stereo not drawn)
-2,CCc1ccc(NC(=O)c2ccc(NS(=O)(=O)c3c(C)n[nH]c3C)cc2)cc1
-88,COc1ccc(Cl)cc1NC(=O)c1c(NCc2ccc(C)o2)sc2c1CCC2
-3,COc1cccc(C2=NOC(C(=O)NCc3ccc(F)cc3)C2)c1 (stereo not drawn)
10,CCN(CC)c1ccc(C2C(C(=O)OC(C)C)=C(C)NC3=C2C(=O)CC(C)(C)C3)cc1 (stereo not drawn)
-10,CCCCCCn1c(N2CCN(c3cccc(Cl)c3)CC2)nc2c1c(=O)[nH]c(=O)n2C
-11,CC1CN(C)C(C)CC1NCc1ccc2c(c1)OCO2 (stereo not drawn)
19,Cc1nn2cnnc2[nH]c1=O
5,CC(=O)C1=C(Nc2ccccc2)CC(C)(O)C(C(C)=O)C1c1ccc(Cl)cc1 (stereo not drawn)
0,CC(=O)OCC(=O)c1ccc2ccn(C(C)=O)c2c1
-3,Cc1cc(C)cc(Oc2coc3c(CN4CCC(C)CC4)c(O)ccc3c2=O)c1
-5,CC1=C(C(=O)OCCOc2ccccc2)C(c2cccc(Cl)c2)C2=C(CCCC2=O)N1 (stereo not drawn)
-34,CCOC(=O)c1sc(NC(=O)COc2cccc(Cl)c2)nc1C
-4,CN(C)S(=O)(=O)c1ccc(C(=O)OCc2ccc(C#N)cc2)cc1
3,S=c1nc(NCc2ccccc2)c2ccccc2[nH]1
-12,O=C(CCCn1c(=O)c2ccccc2n(Cc2cc(=O)n3ccccc3n2)c1=O)NCc1ccco1
-3&-12,CC1CC(C)CN(c2ncnc3c2cnn3-c2ccc(Cl)cc2)C1 (stereo not drawn)
0,CCC(C(=O)n1cnc2ccccc21)c1ccccc1 (stereo not drawn)
-2,CCOC(=O)C1CCCN(C(=O)CCC(=O)Nc2ccc3nc(N4CCOCC4)cc(C)c3c2)C1 (stereo not drawn)
-10,O=C(c1ccccc1)c1ccc2c3c(cccc13)C(=O)N(CCO)C2=O
-2,CCOCc1ccc(O)c2ncccc12
-33,CCCc1nc2oc3cc(OC)ccc3c(=O)c2c(=O)n1Cc1ccco1

In a second layout: 3 of the compounds above
S=c1nc(NCc2ccccc2)c2ccccc2[nH]1
  14-3-3g Raf: 3

O=C(CCCn1c(=O)c2ccccc2n(Cc2cc(=O)n3ccccc3n2)c1=O)NCc1ccco1
  14-3-3g Raf: -12

CC1CC(C)CN(c2ncnc3c2cnn3-c2ccc(Cl)cc2)C1 (stereo not drawn)
  14-3-3g Raf: -3&-12

New compounds follow
14-3-3g Raf,SMILES
-5,CC1=C(C(=O)OCC(C)C)C(C=Cc2ccccc2)N2C(=O)CCSC2=N1 (stereo not drawn)
-4,CCc1cccc(C)c1NC(=O)c1ccc(C(C)(C)C)cc1
-18,CN(C)c1ccc(C=Cc2c([N+](=O)[O-])c(=O)n(C)c(=O)n2C)cc1
-4,COc1cccc(NC(=O)CSc2ncccc2C(=O)O)c1
-1,CN1CCN(C(=O)c2cc3c(s2)-c2ccccc2S(=O)(=O)C3)CC1
5,CCSCCOC(=O)C1=C(C)NC2=C(C(=O)CC(c3ccccc3)C2)C1c1cccc2ccccc12 (stereo not drawn)
-12,CC(=O)NC1=NN(C(C)=O)C(C)(c2cc(Cl)ccc2C(C)=O)S1 (stereo not drawn)
-13,O=C(CCn1c(=S)[nH]c2cc3c(cc2c1=O)OCO3)NCCc1c[nH]c2ccccc12
4,COc1ccc(OC)c2[nH]c(=O)c(CCNC(=O)c3ccc(C(C)(C)C)cc3)cc12
8,CCC(CO)n1cnnc1-c1ccncc1 (stereo not drawn)
-8,Cc1ccc(-n2cc(-c3ccc(F)cc3)[nH]c2=O)cc1F
-16,CCN(C(=O)c1ccc(N2CC3CC(C2)c2cccc(=O)n2C3)c(NC(=O)c2ccc(OC)cc2)c1)c1cccc(C)c1 (stereo not drawn)
-55,O=C(CSc1nnnn1-c1ccc(Cl)cc1)NC(=O)Nc1ccc2c(c1)OCCO2
-3,COc1cccc(C2NC(=O)NC(C)=C2C(=O)Nc2ccccc2C)c1 (stereo not drawn)
-13,CCOC(=O)N1CCN(C(=O)Nc2sc3nc4n(c(=O)c3c2C)CCC(C)CC4)CC1 (stereo not drawn)
0,O=C(C1=C(O)C(=O)N(CCN2CCOCC2)C1c1cccs1)c1ccco1 (stereo not drawn)
-11,O=C(CSc1nnc(CN2CCOCC2)n1-c1ccccc1)N1CCc2ccccc21
-2,Cc1ccc(N2C(=O)C3C4CC(C(Br)C4Br)C3C2=O)cc1Cl (stereo not drawn)
-10,O=C(Nc1cccc(-c2nc3ccccc3o2)c1)c1ccc(C(=O)c2ccccc2)cc1
-9,CCOc1ccc2c3c(c(=O)oc2c1OCC)CCCC3
-2,O=c1c2ccccc2nc(SCc2ccc(F)cc2)n1C1CC1
-3,CC(C)NC(=O)CCS(=O)(=O)c1cccc2nonc12
-5,CC(=O)c1cccc(NC(=O)N2CCCC2C(=O)NC2CCCCC2)c1 (stereo not drawn)
-4,O=C(NCCC1=CCCCC1)c1cc(S(=O)(=O)N2CCOCC2)ccc1F

A second format for part of the listing above:
Compound: O=C(O)C1C2C=CC(C2)C1C(=O)N1CCc2ccccc21 (stereo not drawn)
  14-3-3g Raf: -5&-4
Compound: CCOc1ccc(NC(=O)Cn2nnc(-c3ccccc3F)n2)cc1
  14-3-3g Raf: -13
Compound: Cc1nn2cnnc2[nH]c1=O
  14-3-3g Raf: 19
Compound: CCCc1nc2oc3cc(OC)ccc3c(=O)c2c(=O)n1Cc1ccco1
  14-3-3g Raf: -33

(more compounds)
14-3-3g Raf,SMILES
4,Nc1ccc2c(c1)C(=O)N(c1ccc(S(=O)(=O)c3ccc(N4C(=O)c5ccc(N)cc5C4=O)cc3)cc1)C2=O
-5,CCOc1ccc(-c2nnn(CC(=O)NCc3ccc(OC)cc3)n2)cc1OCC
-5,O=c1nc(-c2ccccc2)c(-c2ccccc2)n[nH]1
-6,CCn1cc(Br)c(-c2nc3ccccc3c(=O)n2N)n1
0,COc1ccccc1CNC(=O)c1cc(-c2ccccn2)nc2ccccc12
-5,Cc1cccc(-n2nc3c(c2NC(=O)c2ccc(S(=O)(=O)N4CCCC4)cc2)CSC3)c1C
-7,O=C1C(=O)N(CO)c2ccc(Br)cc21
2,O=C(NCCc1ccccc1)c1ccc2c(c1)N(Cc1ccccc1)C(=O)CS2=O (stereo not drawn)
-1,CC1=C(C(=O)Nc2cc(Cl)ccc2C)C(c2ccc(N(C)C)cc2)NC(=S)N1 (stereo not drawn)
-258,CCc1nc(-c2ccc(Br)cc2)no1
-2,COc1ccc(-c2cc(C(F)(F)F)nc(N3CCOCC3)n2)cc1OC
-1,O=C(OCC(F)(F)C(F)F)c1ccccc1C(=O)Oc1ccc(F)cc1F
-3,COc1ccccc1N1CCN(S(=O)(=O)c2c(C)sc3ncn(CC(=O)Nc4ccc(C)cc4Br)c(=O)c23)CC1
3,Cc1ccc(CNC(=O)CSc2nnc(N3C(=O)c4ccccc4C3=O)s2)cc1
0,O=C(O)CCc1nnc2n(Cc3ccc(F)cc3)c(=O)c3ccccc3n12
-2,Cc1ccc(Nc2nc(N)nc(CN3CCN(C)CC3)n2)cc1
13,CCC1(C)Cc2c(sc3c2c(=O)n(C)c2nnc(SCC(=O)c4ccccc4)n32)CO1 (stereo not drawn)
-8,COc1cc(C=Cc2[nH]c(=O)[nH]c(=O)c2[N+](=O)[O-])ccc1OCc1ccccc1
-2,O=C(c1cccs1)N(Cc1ccco1)Cc1cc2ccccc2[nH]c1=O
-6,CCOc1ccccc1C1C(C(=O)OC(C)C)=C(C)NC2=C1C(=O)CC(c1ccc(OC)c(OC)c1)C2 (stereo not drawn)
8,CCCCC1(CC(=O)Nc2ccc(F)cc2)C(=O)N(c2ccccc2)N(c2ccccc2)C1=O
-71,Cc1ccc(NS(=O)(=O)c2ccc(N3C(=O)c4cc([N+](=O)[O-])cc5cc([N+](=O)[O-])cc(c45)C3=O)cc2)cc1
0&-2,CCC12CN(C(=O)c3ccc(OC)cc3)CC(CC)(CN(C(=O)c3ccc(OC)cc3)C1)C2=O
-2,CC1Cc2cc(/C(O)=C3/C(=O)C(=O)N(CCCN(C)C)C3c3ccncc3)ccc2O1 (stereo not drawn)
4,COC(=O)C1=NNC2C(=O)N(c3ccc(Cl)cc3)C(=O)C12 (stereo not drawn)
-3,O=C(CCn1c(=S)[nH]c2ccsc2c1=O)NCc1ccco1
2,CC1CCC2C(=O)N(c3ccc(N4CCN(c5ccc(F)cc5)CC4)c([N+](=O)[O-])c3)C(=O)C2C1 (stereo not drawn)
0&1,Cc1c(C(=O)Nc2ccccc2)sc2nc(-c3ccccc3)cn12
-14,Cc1c([N+](=O)[O-])ccc2[nH]c(-c3ccc(N)cc3)nc12
-8,COc1cc(S(N)(=O)=O)c(OC)cc1Cl
-4&-3,CS(=O)(=O)N1CCCC(C(=O)NCCCN2CCN(Cc3ccccc3)CC2)C1 (stereo not drawn)
3,CC1CCCC(C)N1CC(=O)N1CCCc2c1c(=O)oc1ccc(OCc3ccccc3)cc21 (stereo not drawn)
-13,Brc1ccc(N2Cc3ccccc3C2)cc1
-3,O=C(O)c1ccc(N2CCCCCC2)c(N2C(=O)c3ccccc3C2=O)c1

Not all compounds are listed; rates above refer to the full screens.
